PfHsp40 rescue – restores yeast growth despite PfHsp40 toxicity; 340,000 compounds, 0.68% hits; S. cerevisiae expressing PfHsp40, growth rescue, ATP luminescence; growth rescue, % at 12.5 µM; in the data active = growth rescue above about 28%, passing the limit was not always enough;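 note: yeast W303a lacking pdr1 and pdr3 grown in galactose medium; growth measured after three days at 30 °C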
FadD28 FP inh – blocks FadD28 binding to the bisubstrate probe; fluorescence polarization; inhibition, % at 12.5 µM; 360,000 compounds, 0.22% hits; in the data active = inhibition above about 8.5%, passing the limit was not always enough
Anthrax LF prot – blocks Bacillus anthracis lethal factor protease | 360,000 compounds, 0.12% hits | AID 588501 | multiplex microsphere protease cleavage assay, LF | inhibition, % at 10 µM; note: plate controls were buffer without enzyme for full effect and enzyme alone for no effect
Mtb UGM inh – blocks M. tuberculosis UGM enzyme; P9WIQ1; inhibition, % at 10 µM; AID 504406; purified UGM, fluorescence polarization probe displacement; 320,000 compounds, 0.06% hits; in the data active = inhibition above about 10%, passing the limit was not always enough
Target sequence (P9WIQ1 whole entry, looked up): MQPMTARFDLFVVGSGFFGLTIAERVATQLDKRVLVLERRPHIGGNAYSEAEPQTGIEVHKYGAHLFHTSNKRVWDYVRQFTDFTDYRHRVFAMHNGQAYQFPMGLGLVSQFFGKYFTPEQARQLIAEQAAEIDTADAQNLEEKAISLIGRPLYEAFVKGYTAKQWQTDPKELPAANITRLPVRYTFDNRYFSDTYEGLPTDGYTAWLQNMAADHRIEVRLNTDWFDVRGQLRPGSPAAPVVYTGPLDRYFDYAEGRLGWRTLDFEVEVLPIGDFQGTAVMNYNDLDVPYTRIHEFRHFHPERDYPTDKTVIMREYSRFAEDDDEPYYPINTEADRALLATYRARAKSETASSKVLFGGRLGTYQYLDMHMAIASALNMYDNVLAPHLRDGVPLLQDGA
GDH-TPI counter – inhibits GDH-TPI coupling enzymes, artifact for Mtb FBA screen | inhibition, % at 4.8 µM | 360,000 compounds, 1.2% hits | GDH-TPI coupled enzyme counterscreen, NADH absorbance; in the data active = inhibition above about 30%;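 note: 0% = DMSO wells and 100% = wells lacking the enzyme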
FBA Mtb inh – inhibits M. tuberculosis FBA enzyme; P9WQA3; 360,000 compounds, 2.3% hits; inhibition, % at 1 µM; purified M. tuberculosis FBA, fluorescence read-out; in the data active = inhibition above about 27%;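 note: 0% = vehicle and 100% = reference inhibitor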
Target sequence (P9WQA3 whole entry, looked up): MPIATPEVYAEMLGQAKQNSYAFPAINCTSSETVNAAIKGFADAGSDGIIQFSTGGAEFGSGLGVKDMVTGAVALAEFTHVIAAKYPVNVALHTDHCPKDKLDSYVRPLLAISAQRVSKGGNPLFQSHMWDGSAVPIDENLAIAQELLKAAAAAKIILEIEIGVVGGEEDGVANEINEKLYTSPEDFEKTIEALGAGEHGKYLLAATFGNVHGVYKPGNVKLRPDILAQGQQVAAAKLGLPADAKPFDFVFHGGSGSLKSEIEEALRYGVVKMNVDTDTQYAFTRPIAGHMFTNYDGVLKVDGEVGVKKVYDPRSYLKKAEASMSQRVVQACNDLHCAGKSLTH
BoNT A protease – blocks Botulinum neurotoxin A light chain protease; multiplex microsphere protease substrate cleavage, flow cytometry; 360,000 compounds, 0.17% hits; inhibition, % at 10 µM; note: plate controls were buffer without enzyme for full effect and enzyme alone for no effect
BoNT-F LC inh – inhibitors of Botulinum neurotoxin F light chain protease. Multiplex microsphere protease cleavage assay, flow cytometry. inhibition, % at 10 µM. 360,000 compounds, 0.22% hits; in the data active = inhibition above about 35%, passing the limit was not always enough; note: plate controls were buffer without enzyme for full effect and enzyme alone for no effect
Mtb BioA inh – inhibitors of Mycobacterium tuberculosis BioA enzyme | purified M. tuberculosis BioA enzyme, plate reader | inhibition, % at 9.99 µM | 360,000 compounds, 0.096% hits | AID 602481; in the data active = inhibition above about 40%
Active calls of the source: *; . = no result given; & = joins results of further samples. Cut-off read from the data, not from the text of the source, unless noted: active = inhibition above about 30%; inconclusive = no clear call, values can overlap the other calls; inactive = below that.

SMILES | PfHsp40 rescue | FadD28 FP inh | Anthrax LF prot | Mtb UGM inh | GDH-TPI counter | FBA Mtb inh | BoNT A protease | BoNT-F LC inh | Mtb BioA inh
CCn1cnc2cc(NCc3ccc(OC)cc3)ccc21 | 0.9 | -0.3 | -2 | -3.6 | 2 | 7 | -2.0 | -3 | 2.1
CCOc1ccc(CCNC(=O)Cn2ncn3nc(-c4ccc(OC)cc4)cc3c2=O)cc1 | -0.1 | 0.8 | 13 | 0.3 | 15 | 7 | -0.1 | 6 | -1.3
Cc1ccc(NC(=O)c2ccc(=O)n(CC(=O)Nc3c(C)cc(C)cc3C)n2)cc1 | 0.6 | 0.2 | -3 | 1.2 | 7 | 0 | 2.4 | 11 | -4.3
COc1ccc(C2=NOC(C(=O)Nc3cc(C)nn3-c3ccccc3)C2)cc1OC (configuration not stated) | 1.0 | -4.0 | -11 | -5.2 | 2 | 0 | -0.2 | 1 | -0.7
Cc1ccccc1-c1nc(S(=O)(=O)c2ccc(Br)cc2)c(NCc2cccnc2)o1 | -0.1 | -4.6 | -3 | -1.6 | 7 | 0 | 1.3 | 0 | 0.2
O=C(N=c1ccn(-c2nc3ccccc3nc2NS(=O)(=O)c2ccc(Cl)cc2)cc1)c1cccs1 | 1.1 | -2.5 | -4 | 17* | 13 | 1 | -0.1 | -2 | .
N#Cc1c(NC(=O)CSc2n[nH]c(Cc3ccccc3)n2)oc(-c2ccccc2)c1-c1ccccc1 | 1.3 | -4.4 | 1 | 2.6 | -4 | 0 | 0.3 | -2 | -1.8
O=C(O)CN1CCN(Cc2ccc(Cl)cc2)C1=O | 0.6 | -1.3 | -2 | 0.2 | -8 | 2 | -0.5 | -2 | .
CN(Cc1ccccc1)C(=O)c1cn(C)c2ccc(S(=O)(=O)N3CCCC3)cc2c1=O | -0.6 | 0.4 | -1 | 0.8 | 12 | 5 | 0.5 | 3 | 1.5
Cc1cccc(C)c1NC(=O)C1(NC(=O)c2cnccn2)CCCCC1 | 0.2 | -1.4 | -1 | 1.5 | 0 | 6 | -1.0 | 8 | 1.1
COc1ccc(C(=O)c2nc3ccccc3n2C(C)C)cc1OC | -3.3 | -2.5 | 0 | 0.3 | 21 | 2 | 3.8 | 14 | .
Cc1ccc(S(=O)(=O)N2CCN(c3nc(CN4CCCC4)nc4sc(C)c(C)c34)CC2)cc1 | -0.2 | -6.5 | -1 | 2.4 | -2 | 1 | 1.5 | -9 | 2.4
C#CC(CC)(CC)NC(=O)c1cc(S(=O)(=O)N2CCCCC2)ccc1N1CCOCC1 | -0.5 | -2.1 | . | . | 5 | -1 | . | . | 0.7
CCOC(=O)NN=C1CCC(c2ccccc2)CC1 (configuration not stated) | -1.4 | . | 1 | -2.7 | 2 | 5 | 0.0 | 13 | 1.1
CCO[C@@H]1OC(C(=O)Nc2ccccc2)=C[C@H](C)[C@H]1CCCO | -1.9 | -1.9 | -4 | 0.4 | 8 | 4 | -0.5 | -2 | -0.1&-1.7
O=C(CCc1nc2ccccc2s1)OCC(=O)c1ccc[nH]1 | -0.8 | -0.7 | 5 | -3.7 | 5 | 0 | -0.7 | -4 | 0.1
Cc1ccc(C(=O)CSc2nnc(COc3ccccc3)o2)cc1 | -1.6 | 1.2 | -4 | 1.2 | 6 | 6 | -0.2 | -4 | .
Cc1[nH]nc(NNC(=O)c2ccccc2)c1[N+](=O)[O-] | 0.2 | -0.7 | . | 0.1 | 7 | 0 | . | . | -1.1
COc1ccc(OC)c(NC(=O)CSc2nc3[nH]c(=O)[nH]c(=O)c3s2)c1 | 0.7 | 2.0 | -9 | . | 9 | 3 | 0.3 | -2 | 0.5
O=C(NC(=S)Nc1ccc(N2CCOCC2)cc1)c1ccccc1 | 0.3 | -0.8 | -10 | -0.1 | 6 | 1 | -0.3 | 0 | 1.9
CC(NC(=O)C(=O)N1CCCCC1)C(c1cccs1)N1CCN(c2ccccc2)CC1 (configuration not stated) | -1.7 | -0.5 | . | 9.2 | 6 | -2 | . | . | -1.4
NC(=O)C1(C(N)=O)OC1c1ccc(Cl)c(Cl)c1 (configuration not stated) | -1.2 | -3.3 | -6 | -2.6 | -3 | -4 | -1.2 | 6 | -0.6
COc1ccc(CCNC(=O)CC2SC(N)=NC2=O)cc1OC (configuration not stated) | 0.4 | -0.2 | -2 | -1.3 | 12 | 2 | -0.1 | 2 | .
COc1cc(C(=O)OCC(=O)Nc2c(F)cccc2F)cc(OC)c1C | -0.9 | 1.3 | 5 | -0.4 | 2 | -1 | -0.4 | 2 | 0.8
CC(C)N(Cc1nccn1C)C(=O)c1cc(COc2ccc3ncccc3c2)on1 | -1.4 | 1.2 | 3 | 2.3 | -3 | 6 | 0.4 | -5 | 0.7

5 entries from above in a different format:
SMILES	PfHsp40 rescue	FadD28 FP inh	Anthrax LF prot	Mtb UGM inh	GDH-TPI counter	FBA Mtb inh	BoNT A protease	BoNT-F LC inh	Mtb BioA inh
COc1ccc(C2=NOC(C(=O)Nc3cc(C)nn3-c3ccccc3)C2)cc1OC (configuration not stated)	1.0	-4.0	-11	-5.2	2	0	-0.2	1	-0.7
Cc1ccccc1-c1nc(S(=O)(=O)c2ccc(Br)cc2)c(NCc2cccnc2)o1	-0.1	-4.6	-3	-1.6	7	0	1.3	0	0.2
O=C(N=c1ccn(-c2nc3ccccc3nc2NS(=O)(=O)c2ccc(Cl)cc2)cc1)c1cccs1	1.1	-2.5	-4	17*	13	1	-0.1	-2	.
N#Cc1c(NC(=O)CSc2n[nH]c(Cc3ccccc3)n2)oc(-c2ccccc2)c1-c1ccccc1	1.3	-4.4	1	2.6	-4	0	0.3	-2	-1.8
O=C(O)CN1CCN(Cc2ccc(Cl)cc2)C1=O	0.6	-1.3	-2	0.2	-8	2	-0.5	-2	.

(more compounds)
SMILES | PfHsp40 rescue | FadD28 FP inh | Anthrax LF prot | Mtb UGM inh | GDH-TPI counter | FBA Mtb inh | BoNT A protease | BoNT-F LC inh | Mtb BioA inh
CCOC(=O)CSc1nnc(Cc2ccccc2)n1-c1cccc(Cl)c1 | -0.3 | -0.6 | -1 | -1.5 | 4 | 3 | -1.6 | -2 | 5.8
NC(=O)[C@@H]1CCCN1Cc1nc(-c2ccccc2)no1 | 0.9 | -4.0 | -3 | -2.6 | 1 | -1 | -0.3 | -2 | 0.0
COc1cc(S(=O)(=O)N2CCN(C(=O)C3CC3)CC2)ccc1NC(C)=O | 1.3 | -3.1 | 8 | -0.9 | 7 | 0 | 1.4 | 4 | 6.3
CN(C)S(=O)(=O)c1ccc(NC(=O)c2cc(-c3cccs3)nc3ccccc23)cc1 | -1.7 | 0.1 | -3 | . | 0 | 16 | 1.0 | -4 | -1.5
Clc1cccc(Cl)c1CSc1nnc(-c2sccc2-n2cccc2)o1 | -0.1 | -4.4 | -6 | 1.8 | 13 | 5 | -0.9 | -16 | 0.5
Cc1nc(-c2ccc(S(=O)(=O)NCc3ccccn3)s2)cs1 | 0.9 | -1.1 | -4 | 0.0 | -1 | 2 | 0.4 | -4 | -0.4
C[C@H](CO)N1C[C@H](C)[C@@H](CN(C)C(=O)Nc2ccc(F)cc2)Oc2cc(Br)ccc2S1(=O)=O | . | -2.7 | 3 | . | 9 | -1 | 0.1 | -8 | 0.5&-0.3
COc1ccc(-c2nc(CS(=O)(=O)CC(=O)NCc3cccc(Br)c3)c(C)o2)cc1 | 3.1 | -21 | -10 | -0.1 | -2 | 2 | 0.2 | 2 | -1.8
O=C(Nc1ccc2nc3n(c(=O)c2c1)CCCC3)c1cccc([N+](=O)[O-])c1 | -0.3 | -2.6 | 3 | . | 6 | 1 | 1.0 | 2 | 0.2
CCOC(=O)CCCNC(=O)CCNC(=O)c1ccc(OCCC(C)C)cc1 | . | -5.0 | . | -0.4 | -2 | 6 | . | . | -1.7
CCOC(=O)c1c(C)[nH]c(C)c1S(=O)(=O)N1CCC(c2ccccc2)C1 (configuration not stated) | 0.2 | -3.2 | 0 | -0.7 | 2 | -1 | 0.2 | -1 | 3.9
Cc1ccc(N(CC(=O)N2CCn3c2nc2ccccc23)S(=O)(=O)c2c(C)n[nH]c2C)cc1 | 1.3 | -1.0 | -7 | 1.1 | 8 | 3 | -2.8 | 0 | -1.1
Cc1cccnc1NC(=O)CCNC(=O)c1ccc(Br)cc1 | 0.1 | . | -3 | -1.8 | -3 | 0 | -0.3 | -9 | 0.0
Cc1ccc(C)c(/C(O)=C2\C(=O)C(=O)N(CCCn3ccnc3)C2c2ccncc2)c1 (configuration not stated) | 0.5 | -0.9 | 1 | -0.1 | 6 | 0 | 1.6 | 8 | 1.2
COc1ccccc1C(=O)Nc1ccnn1C1CCN(CC2CC=CCC2)CC1 (configuration not stated) | 0.5 | -4.0 | -2 | -3.4 | 2 | 1 | -1.3 | 2 | 17
CC1=NN(/C(=N\c2nnc(C)s2)Nc2ccccc2)[C@H](c2cccc3ccccc23)S1 | 4.5 | -4.0 | 3 | 5.0 | 4 | 1 | 0.6 | -5 | -0.5
COc1ccccc1NC(=O)COC(=O)c1cnccn1 | 0.6 | -2.2 | -2 | -2.0 | -4 | -5 | -0.6 | -9 | -0.5
CCc1ccc(N(CC(=O)NC(C)(C)CC)C(=O)CCC(=O)Nc2nccs2)cc1 | 0.2 | -0.6 | -5 | 1.4 | 1 | -2 | 1.1 | 0 | 3.6
Cc1ccc(NC2=NC3(CCCC3)N=C(N)N2)c(C)c1 | -0.5 | -1.6 | -4 | -3.3 | -11 | 0 | 0.6 | -3 | -2.5
COC(=O)c1ccccc1-n1cccc1C(=O)NP(=O)(N1CCOCC1)N1CCOCC1 | -0.5 | -2.0 | 2 | -0.1 | 9 | -1 | -0.1 | 1 | .
c1ccc(CNc2nc(N3CCOCC3)nc(N3CCOCC3)n2)cc1 | -0.5 | -3.1 | 0 | 0.6 | 10 | -2 | -0.1 | -1 | -0.4
COCCNC(=O)C(C)Oc1ccccc1 (configuration not stated) | -0.8 | -1.7 | -2 | -1.8 | -9 | -3 | 0.6 | -6 | 0.9
Cc1ccc(C(=O)N2CCN(c3ccccc3)CC2)cc1S(=O)(=O)N1CCCC1 | 0.2 | -1.8 | 0 | 1.6 | 13 | 0 | 1.0 | 0 | 1.3
CON/C=N/C(=S)Nc1ncc(C(F)(F)F)cc1Cl | 0.2 | 0.5 | -3 | 0.3 | 7 | 4 | 0.0 | -6 | .
COc1ccc(CCNC(=O)/C=C/c2ccc3ccccc3n2)cc1OC | 2.4 | -1.4 | 1 | -1.2 | 4 | 0 | -2.0 | -3 | -1.2
SMILES | PfHsp40 rescue | FadD28 FP inh | Anthrax LF prot | Mtb UGM inh | GDH-TPI counter | FBA Mtb inh | BoNT A protease | BoNT-F LC inh | Mtb BioA inh
CC(=O)c1cccc(NC(=S)NC2CCCCC2)c1 | 0.8 | 0.5 | 0 | -0.9 | 7 | 5 | -0.1 | -8 | .
COc1cc(OC)cc(-c2c(-c3cccs3)c3cc(-c4ccc(OCc5ccccc5)cc4)ccc3n2C)c1 | 1.0 | -0.5 | 9 | -1.4 | 13 | 0 | 1.5 | 1 | -1.1
CC[C@]1(C(=O)OC)[C@H]2C(=O)N(Cc3ccccc3)C(=O)[C@H]2[C@H]2CN(C)C(=NC)N21 | 0.2 | 0.1 | 3 | . | 5 | 1 | -0.2 | -5 | -0.8
CC1(C(=O)Nc2ccc3ccccc3c2)CC1(Br)Br (configuration not stated) | -0.7 | -2.3 | 5 | -2.1 | -8 | 0 | -0.9 | -1 | .
O=C1Nc2ccc(S(=O)(=O)NCc3ccco3)c3cccc1c23 | -0.5 | -1.7 | 0 | 0.5 | 7 | 26 | -0.1 | -1 | 3.4
Cc1cc(Cl)c(OCCCN2CCCCC2)c(Br)c1 | 0.4 | -2.4 | 1 | 0.4 | -4 | 1 | 1.3 | 11 | .
Cc1ccc(NC(=O)c2ccccc2-c2ccccc2C(=O)O)cc1C | 0.5 | -0.5 | 5 | 0.1 | 13 | -1 | -1.1 | -6 | .
CSc1ncnc2c1ncn2CCCNCCCN1CCCC1=O | . | 1.7 | -1 | . | -4 | 5 | 0.0 | -1 | 0.2
CCOC(=O)/C(C#N)=C/c1c(N2CCN(CC)CC2)nc2c(C)cccn2c1=O | 0.1 | 0.0 | 6 | -3.1 | 10 | 3 | 0.2 | 8 | -4.0
COCCCN1CC(=O)N2C(c3cccc(C)c3)c3[nH]c4ccccc4c3C[C@H]2C1=O (some centres not stated) | 0.0 | 1.4 | 6 | 2.3 | 10 | 1 | -3.5 | 4 | 1.0

Source: PubChem
